High-throughput results deposited in PubChem BioAssay by National Center for Advancing Translational Sciences (NCATS).
GLP1R ag: agonists of human GLP-1 receptor. AID 624172. Potency, µM (series often up to 45.6 µM), without a hit: at the top dose activation, usual class: activators. HEK293 GLP-1R CRE-luciferase, luminescence, 4-6 h; cells express a hypersensitive GLP-1R form. 380,000 compounds, 0.007% hits; further: % of control where 0% means no effect
Target sequence (P43220 whole entry, looked up): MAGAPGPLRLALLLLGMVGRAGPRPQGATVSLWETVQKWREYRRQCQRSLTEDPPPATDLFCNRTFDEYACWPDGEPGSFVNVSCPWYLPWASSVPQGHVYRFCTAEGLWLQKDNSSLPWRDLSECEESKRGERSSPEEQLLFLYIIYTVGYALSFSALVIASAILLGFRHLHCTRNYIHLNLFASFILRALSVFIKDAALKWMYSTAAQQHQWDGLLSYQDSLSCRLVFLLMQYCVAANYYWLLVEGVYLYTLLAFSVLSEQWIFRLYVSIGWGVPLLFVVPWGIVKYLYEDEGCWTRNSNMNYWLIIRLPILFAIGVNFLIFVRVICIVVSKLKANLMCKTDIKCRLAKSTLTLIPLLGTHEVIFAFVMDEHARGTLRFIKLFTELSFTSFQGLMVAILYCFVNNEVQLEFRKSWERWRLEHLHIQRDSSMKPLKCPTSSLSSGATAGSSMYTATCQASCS
GLP1R cytotox: cytotoxicity in counter-screen for GLP-1R inverse agonists; HEK293 cAMP-luciferase reporter cells, luminescence, 24 h; Potency, µM (top dose mostly 38.3 µM), for inactives: at the highest dose activity change, negative = inhibition, usual class: inhibitors; 410,000 compounds, 0.13% hits; AID 624418;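 further: loss of luciferase light is scored as toxicity; on the % scale 0 is the no-effect control and ±100 the full control effect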
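Compound-treated cells are incubated 24 hr at 37 deg C under 5% CO2 after a 12 hour attachment period, then luciferase detection reagent is added and luminescence is measured following 12 min at room temperature; lowered signal indicates toxicity.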
KB-V1 cytotox: KB-V1 MDR subline cytotoxicity | 400,000 compounds, 3.4% hits | KB-V1 MDR cells viability, CellTiter-Glo, 72 h | Potency, µM (titrated, usually from 46.1 µM), without a hit: top-dose activity change, negative = cytotoxicity, hits mostly cytotoxic; further: on the % scale 0 is the no-effect control and ±100 the full control effect; nearly all actives have a fitted effect of over 60% in size
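Cells of the MDR subline KB-V1 are plated, dosed with compound at multiple concentrations, and incubated 72 h at 37 degrees C; CellTiter-Glo is then added and luminescence read after 10 min.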
KB-3-1 tox: KB-3-1 parental cell cytotoxicity. KB-3-1 viability, CellTiter-Glo ATP luminescence, 72 h. Potency, µM (top dose mostly 46.1 µM), without a hit: top-dose activity change, negative = cytotoxic, actives largely listed as cytotoxic. 400,000 compounds, 1.4% hits. AID 1347075; further: on the % scale 0 is the no-effect control and ±100 the full control effect; nearly all actives have a fitted effect of over 60% in size
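Viability of parental KB-3-1 cells, measured by CellTiter-Glo luminescence, followed a 72 h incubation at 37 °C with pinned compounds in phenol-red-free DMEM containing 10% FBS.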
GLP-1R inv ag: inverse agonists of human GLP-1 receptor; HEK293 GLP-1R CRE-luciferase, luminescence, 24 h; GLP-1R form is constitutively active; Potency, µM (highest dose often 38.3 µM), for the others: at the top dose activity change, negative = inhibition, usual class: inhibitors; 410,000 compounds, 1.6% hits; further: on the % scale 0 is the no-effect control and ±100 the full control effect; nearly all actives have a fitted effect of over 55% in size
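GLP-1R inverse agonism mode: basal reporter luminescence in engineered HEK293 cells measured after one day of compound exposure at 37 deg C, with a 12 min room-temperature detection step.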
SW480 rerep: inducers of DNA re-replication in SW480 colon cancer cells. 340,000 compounds, 1.8% hits. Potency, µM (highest dose often 46.1 µM), for inactives: at the top dose re-replication activation, actives largely listed as activators. SW480 DNA re-replication, Hoechst DNA content imaging, 48 h. AID 624297; further: % of control where 0% means no effect; nearly all actives have a fitted effect of over 55% in size
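Cells (250 per well) received 23 nL compound or DMSO by pin tool and were kept 48 hr at 37 C, 5% CO2. Nuclei were then stained with Hoechst for 40 min and scanned for DNA content.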
TDP43 rescue: inhibitors of TDP-43 toxicity in yeast. Potency, µM (highest dose often 46.1 µM), for the others: at the top dose growth rescue (activation), hits mostly activators. AID 652104. 410,000 compounds, 1.8% hits. TDP-43 expressing yeast growth rescue, BacTiter-Glo, 24 h; further: % of control where 0% means no effect; nearly all actives have a fitted effect of over 50% in size
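Growth rescue of TDP-43-toxic yeast measured as ATP luminescence (BacTiter-Glo). Cells grown to mid-log in raffinose, induced in galactose at OD600=0.02, exposed to compound 24 hr at 30 deg C.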
HT1080-NT tox: kills 2HG-producing HT-1080-NT fibrosarcoma cells | HT-1080-NT fibrosarcoma viability, CellTiter-Glo ATP luminescence, 48 h | Potency, µM (series often up to 46.1 µM), for the others: top-dose activity, negative = less viability, usual class: cytotoxic | 360,000 compounds, 1.6% hits | AID 686970;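 further: NT is the 2HG producing partner of a matched IDH1 knockdown line; 0% = DMSO-treated cells and -100% = media-only wells without cells; nearly all actives have a fitted effect of over 55% in size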
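Viability of the 2HG-overproducing fibrosarcoma line after 48 hours of compound exposure at 37 degrees C was determined by luminescence with CellTiter-Glo, and concentration-effect curves were then fitted and categorized.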
HT1080 IDH1KD tx: HT-1080 IDH1 knockdown cell toxicity (counter line); 360,000 compounds, 2% hits; HT-1080 IDH1 knockdown viability, ATP luminescence, 48 h; Potency, µM (titrated, usually from 46.1 µM), for the others: at the top dose activity, negative = toxicity, actives largely listed as cytotoxic;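 further: 0% = DMSO wells and -100% = cell-free medium wells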
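HT-1080-IDH1KD cells (IDH1 knocked down), 750/well in RPMI with 5% FBS, treated with compound 48 h at 37 degrees C. Viability by CellTiter-Glo luminescence, normalised to DMSO and no-cell wells; concentration-response curves classed.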
* = called active by the depositor; ? = inconclusive; nt = not tested or not shown; & = joins results of further samples; [ ] = dose if it differs, or a comment. The call rests on the fitted dose curve; in most records, active means well fitted curve in the direction sought with a large enough effect; inconclusive means small, poorly fitted or top-dose-only effect, or another doubt; inactive means no such curve, though single readings can be large; an effect the other way counts as inactive or inconclusive. Potency means the concentration at half of the fitted maximal effect.

SMILES	GLP1R ag	GLP1R cytotox	KB-V1 cytotox	KB-3-1 tox	GLP-1R inv ag	SW480 rerep	TDP43 rescue	HT1080-NT tox	HT1080 IDH1KD tx
O=C(NCc1ccccc1Br)c1ccc2nc(N3CCCCC3)sc2c1	nt	-12%	7%	9%	17%	nt	27%	nt	nt
O=C1c2ccc(-c3ccc4c(c3)C(=O)N(CCO)C4=O)cc2C(=O)N1CCO	-4%	1%	-5%	1%	5%	-2%	1%	0%	7%
Nc1cc(Cl)ccc1C(=O)OCC(=O)NCC1CCCO1 (configuration not stated)	8%	2%	0%	?	0%	3%	-15%	19%	26%
CCn1cc(C(=O)O)c(=O)c2cc(F)c(N/N=C/c3ccccc3)cc21	-17%	0%	7.3µM*	?	9%	-15%	-9%	-4%	-18%
Cc1c(O)ccc(/C(Cc2ccc3ccccc3n2)=N\N)c1O	17%	?	?	?	?	4%	25%	-16%	?
Cc1nn(Cc2c(Cl)cccc2Cl)c(Cl)c1/C=N/NC(=O)c1cccnc1	12%	0%	0%	12%	10%	?	?	0%	12%
CCOc1ccc2nc(SCC(=O)NCc3ccc(S(N)(=O)=O)cc3)sc2c1	0%	1%	0%	-1%	8%	30%	7%	0%	3%
O=S(=O)(N1CCOCC1)N1CCCN(S(=O)(=O)N2CCOCC2)CC1	-7%	-8%	-1%	-7%	-9%	3%	-1%	16%	10%
Cn1cnc(S(=O)(=O)Nc2ccc(OC(F)(F)F)cc2)c1	3%	-7%	?	0%	-5%	-9%	16%	14%	0%
Oc1ccc(-c2cnns2)c(O)c1	-9%	-23%	-2%	0%	31%[activator]	?	19%	-18%	-28%
Nc1nc(SCC(=O)N2CCCCC2)[nH]c(=O)c1NC(=O)c1cccs1	-3%	-1%	11%	14%	4%	2%	1%	21%	13%
C[C@@H]1CCCCO[C@@H](CN(C)Cc2ccccc2)[C@@H](C)CN([C@H](C)CO)C(=O)c2cc(N(C)C)ccc2O1	1%	-5%	1%	0%	14%	nt	12%	-3%	4%
CCOC(=O)c1cc(OC(=O)c2cccc(F)c2)n(-c2ccccc2)n1	-8%	-17%	-13%	7%	-4%	nt	?	nt	nt
O=S(=O)(c1cc(Cl)cc(Cl)c1O)N1CCC2(CC1)OCCO2	0%	-1%	4%	-2%	-20%	-1%	?	-1%	-5%
COc1cc(/C=N/NC(=O)c2ccc(C)nc2)cc([N+](=O)[O-])c1O	0%	-13%	8%	0%	2%	-8%	-19%	13%	17%
Cc1ccc(CN2CCNC(=O)C2CC(=O)N(Cc2c(C)nn(C)c2C)C2CC2)o1 (configuration not stated)	4%	-26%	-1%	13%	0%	-126%[inhibitor]	-7%	13%	4%
c1ccc(-n2nnnc2SCc2cn3ccccc3n2)cc1	22%	44%[activator]	0%	0%	15%	8%	-4%	-4%	-6%
CC1(c2ccc(Cl)cc2)NC(=O)N(CC(=O)Nc2ccc3c(c2)OCO3)C1=O (configuration not stated)	0%	-3%	-2%	-1%	?	nt	-13%	-9%	0%
O=C(NCCc1nc2ccccc2[nH]1)c1ccc(F)cc1	-8%	3%	12µM*	?	0%	3%	-15%	0%	-19%
Cc1ccc(COC(=O)c2cccc(S(=O)(=O)N3CCCCC3)c2)cc1	1%	12%	-30%	-2%	?	-2%	20%	-9%	-4%
O=C1[C@H]2[C@H](C=CC[C@H]2C(=O)N2CCN(c3ccccc3)CC2)CCN1Cc1ccc(Cl)c(Cl)c1	-4%	10%	?	-25%&-13%	-8%	?	6%	0%	-5%
O=C(CN1c2cccc3cccc(c23)S1(=O)=O)Nc1ccccc1F	7%	5%	?	-2%	9%	-3%	-12%	-4%	-8%
O=C(CCl)NC1(C(=O)O)CCCC1	-3%	4%	6%	19%	2%	nt	23%	0%	2%
Cc1c(CC(=O)O)c(=O)oc2cc3oc4c(c3cc12)CCCC4	-1%	12%	17%	6%	38%[activator]	3%	-4%	21%	0%

The final 4 compounds of the part before are carried over, then new ones follow:
SMILES	GLP1R ag	GLP1R cytotox	KB-V1 cytotox	KB-3-1 tox	GLP-1R inv ag	SW480 rerep	TDP43 rescue	HT1080-NT tox	HT1080 IDH1KD tx
O=C1[C@H]2[C@H](C=CC[C@H]2C(=O)N2CCN(c3ccccc3)CC2)CCN1Cc1ccc(Cl)c(Cl)c1	-4%	10%	?	-25%&-13%	-8%	?	6%	0%	-5%
O=C(CN1c2cccc3cccc(c23)S1(=O)=O)Nc1ccccc1F	7%	5%	?	-2%	9%	-3%	-12%	-4%	-8%
O=C(CCl)NC1(C(=O)O)CCCC1	-3%	4%	6%	19%	2%	nt	23%	0%	2%
Cc1c(CC(=O)O)c(=O)oc2cc3oc4c(c3cc12)CCCC4	-1%	12%	17%	6%	38%[activator]	3%	-4%	21%	0%
O=C(Nc1ccccc1)NC1CCCCCCC1	9%	-1%	-12%	-7%	?	-38%[inhibitor]	-4%	14%	6%
CCOc1ccccc1C(=O)OCC(=O)NCCc1ccc(OC)cc1	2%	12%	nt	nt	-15%	-6%	12%	2%	3%
COc1ccc(C(=O)O)nc1C	-5%	-2%	12%	-1%	9%	-5%	18%	5%	4%
CCOC(=O)C(NC(=O)c1ccccc1)(OCC1(CC)COC1)C(F)(F)F (configuration not stated)	-6%	-2%	18µM*	-6%	0%	-3%	-4%	-1%	-3%
CC(C)[C@H](NC(=O)NC1CCN(Cc2ccccc2)CC1)C(=O)O	9%	3%	-2%	10%	18%	-3%	11%	-3%	12%
COc1ccccc1NS(=O)(=O)c1ccccc1C#N	2%	12%	-3%	5%	6%	7%	4%	2%	28%
COc1ccc(C(=O)/C=C\N2CCOCC2)cc1	-2%	-10%	?	3%	-12%	-4%	-3%	-14%	3%
CCOC1=C/C(=C/c2c(N)n3nc(-c4ccccc4)sc3nc2=O)C=CC1=O	3%	33%[activator]	0%	0%	-11%	-7%	-20%	-6%	-6%
CC1CN(C(=O)C2CC(=O)N(c3ccc(Cl)cc3)C2)CC(C)O1 (configuration not stated)	0%	5%	-15%	6%	-8%	-3%	-13%	20%	12%
O=C(NCCCNC(=O)c1ccc(-c2cc(Cl)ccc2Cl)o1)c1cnccn1	5%	-6%	13%	-9%	?	-3%	18%	-14%	-23%
CN(C(=O)COc1ncnc2ccc(Br)cc12)C1CCCCC1	-7%	-14%	-18%	-15%	1%	nt	-35%[inhibitor]	-1%	-1%
COc1ccc(CCn2c(=N)c(C(=O)NCC3CCCO3)cc3c(=O)n4cccc(C)c4nc32)cc1 (configuration not stated)	3%	22%	?	?	30%	5.8µM*	-11%	2%	-2%
COc1ccc(CNC(=O)CSc2ccsc2[N+](=O)[O-])cc1	14%	-8%	0%	-9%	6%	7%	?	-3%	0%
CC(C)CN1C=C2C(=O)C(C)(OC(=O)C3CCCC3)C(=O)C=C2C=C1c1ccsc1 (configuration not stated)	-1%	-5%	-9%	8%	-20%	-17%	1%	12%	-4%
COc1ccc(-c2nc(N)nc(C(F)(F)F)c2-c2cscn2)c(O)c1	-3%	1%	10%	0%	-1%	-13%	-9%	12%	3%
Cc1cc(N2CCN(C)CC2)nc2ccc(NC(=S)NCCCN3CCc4ccccc4C3)cc12	22%	4.5µM*	-7%	-3%	?	?	0%	18µM*	16µM*
Cc1csc(NC(=O)NCC2CCCC(CNC(=O)Nc3nc(C)cs3)C2)n1 (configuration not stated)	12%	-23%	23%	-1%	?	14%	-2%	-25%	-29%
CCOC(=O)C1CCCN(C(=O)CSc2ccccc2)C1 (configuration not stated)	6%	-3%	7%	11%	5%	-25%	17%	16%	22%
Cc1ccsc1C(=O)OCc1nc2ccsc2c(=O)[nH]1	-4%	12%	2%	-8%	19%	-1%	0%	-5%	0%
O=C(CSc1ccccc1C(=O)O)Nc1cccc(C(=O)O)c1	-8%	0%	-2%	3%	2%	-4%	24%	12%	9%
Cc1cccc(NC(=O)C2CCCN(S(=O)(=O)c3cccc4nsnc34)C2)n1 (configuration not stated)	-3%	-3%	-14%	2%	4%	-1%	-1%	2%	-7%
COCC(C)NC(=O)COc1ccc(Cl)cc1Cl (configuration not stated)	0%	17%	?	?	-7%	-5%	25%	-8%	-7%
NC(c1csc(Nc2nncc3ccccc23)n1)C1CCCCC1 (configuration not stated)	14%	-5%	?	?	-14%	nt	0%	21µM*	23µM*
CCc1ccc(CN(C)C(=O)C2CCC(=O)N(Cc3ccccn3)C2)cc1 (configuration not stated)	-1%	-9%	?	-6%	8%	2%	11%	4%	9%
Cc1ccc(Cl)cc1Nc1nc(-c2sc(NC(=O)c3ccco3)nc2C)cs1	-6%	-19%	?	21µM*	?	9%	-1%	?	?
O=C(NCc1cccc(C(F)(F)F)c1)c1cc(-c2ccccc2)nn1CC1CC(c2cccnc2)=NO1 (configuration not stated)	9%	3%	-12%	?	-24%	?	-4%	?	-2%
O=C1CC(c2ccccc2)n2nc(NC(=O)c3cccs3)nc2N1 (configuration not stated)	0%	8%	0%	5%	7%	-11%	5%	18%	18%
O=C(O)COc1ccccc1/C=N/NC(=O)CSc1nc2ccccc2n1Cc1ccccc1Cl	8%	-1%	?	7%	-3%	2%	14%	1%	-22%
COc1ccc(/C=C2\Cc3ccccc3C2=O)cc1OC	-7%	8%	-2%	0%	86%[activator]	2%	14%	3%	5%
Cc1ccc(NC2CCCN(C(=O)c3ccc(F)cc3)C2)cc1C (configuration not stated)	6%	-3%	-1%	7%	?	-1%	?	2%	-8%
COc1cccc(C(=O)Nc2ccc(NC(=O)C3CC3)cn2)c1	6%	-7%	-21%	4%	0%	-6%[9.22 µM]	-1%	-12%	-18%
O=C(c1cccs1)N1CCN(c2nnc(-c3ccccc3)c3ccccc23)CC1	3%	-24%	?	11%	?	-2%	18µM*	-26%	-14%
